Source: PubChem BioAssay (Sanford-Burnham Center for Chemical Genomics)
hIAP inh – human IAP inhibition | purified IAP, CDP-Star luminescence, 30 min | inhibition, % at 10 µM | 0.12% of 330,000 active | AID 2544;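 active = inhibition reaching a set limit with compound at 10 µM in the primary screen, cut at about 35% in these data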;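 note: plate controls were DMSO wells with enzyme for no effect and no-enzyme buffer wells for full effect; values of inactives mirror those of a sister screen read the other way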
Target sequence (P09923 whole entry, looked up): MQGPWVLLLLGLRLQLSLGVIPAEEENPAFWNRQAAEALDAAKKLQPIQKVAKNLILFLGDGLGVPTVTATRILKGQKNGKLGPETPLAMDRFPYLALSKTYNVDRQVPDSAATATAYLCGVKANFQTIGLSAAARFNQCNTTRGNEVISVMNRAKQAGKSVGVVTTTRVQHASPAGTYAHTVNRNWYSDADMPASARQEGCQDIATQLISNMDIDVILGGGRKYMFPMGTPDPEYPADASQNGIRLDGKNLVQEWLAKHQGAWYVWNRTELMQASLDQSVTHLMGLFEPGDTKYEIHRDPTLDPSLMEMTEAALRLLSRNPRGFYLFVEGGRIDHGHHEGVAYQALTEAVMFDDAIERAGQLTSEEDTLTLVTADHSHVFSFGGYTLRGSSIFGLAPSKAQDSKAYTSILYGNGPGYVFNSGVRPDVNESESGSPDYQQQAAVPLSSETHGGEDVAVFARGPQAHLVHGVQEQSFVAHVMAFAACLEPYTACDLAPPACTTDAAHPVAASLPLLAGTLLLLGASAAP
tim10-1 inh – tim10-1 yeast growth inhibition. S. cerevisiae tim10-1 ts strain growth, BacTiter-Glo, 24 h. inhibition, % at 20 µM. 2.2% of 330,000 active. AID 463190;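 active = inhibition of at least 40%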;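 note: mutant grown at 25 °C; 0% = DMSO wells with yeast and 100% = wells holding no yeast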
ATG4B inh – ATG4B (human) cysteine protease inhibition; 0.51% of 340,000 active; ATG4B cleavage of LC3-PLA2, NBD-HPC fluorescence, 1 h; inhibition, % at 8.33 µM; Q9Y4P1; in the data active = inhibition above about 40%
Target sequence (Q9Y4P1 whole entry, looked up): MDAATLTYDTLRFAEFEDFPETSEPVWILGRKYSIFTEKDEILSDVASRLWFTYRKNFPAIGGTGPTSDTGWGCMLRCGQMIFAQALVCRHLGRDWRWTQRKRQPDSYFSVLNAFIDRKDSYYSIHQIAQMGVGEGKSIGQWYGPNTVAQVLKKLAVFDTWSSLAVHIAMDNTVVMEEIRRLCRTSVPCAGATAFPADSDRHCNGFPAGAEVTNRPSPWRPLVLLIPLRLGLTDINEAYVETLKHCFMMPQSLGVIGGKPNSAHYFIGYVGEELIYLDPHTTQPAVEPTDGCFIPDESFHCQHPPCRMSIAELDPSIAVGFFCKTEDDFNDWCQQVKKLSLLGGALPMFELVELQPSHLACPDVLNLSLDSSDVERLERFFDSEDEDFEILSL
Apaf-1 inh – blocks human Apaf-1 apoptosome activity | O14727 | AID 489030 | reconstituted apoptosome caspase-3 activity, DEVD-Rh110 fluorescence | inhibition, % at 20 µM | 0.71% of 330,000 active; active = inhibition of at least 40% at 20 µM;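 note: plate controls were DMSO wells for no effect and DEVD-CHO caspase inhibitor wells for full effect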
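Material: cell-free apoptosome with Apaf-1, procaspase-3 and caspase-9; Buffer or medium: Hepes pH 7.5 with detergent and BSA; Reagent: cytochrome c trigger plus (Z-DEVD)2-Rh110 caspase-3 substrate; Times: compound with Apaf-1, dATP, procaspase-3 30 min, then 50 min reaction, room temperature; Technique: Rh110 fluorescence intensity.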
mIAP act – increases mouse intestinal alkaline phosphatase activity | muIAP, CDP-Star luminescence, 30 min; stronger effect = higher value; 1 = vehicle-only enzyme signal, 0 = enzyme-free wells | activation factor at 10 µM | 0.24% of 330,000 active | AID 2805;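 active = activation factor of at least 2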; note: the source names both 10 and 20 µM as test concentration; values of inactives mirror those of a sister screen read the other way
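Assay system: mouse IAP enzyme / Compound: DMSO-dissolved test compounds / Timing: 30 min, room temperature / Measured by: luminescence from enzymatic CDP-Star hydrolysis / Control set: DMSO-only wells, enzyme-free buffer wells as negative control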
NLRP3 yeast inh – NALP3 inhibition in yeast; Yeast reconstituted NLRP3/ASC/caspase-1, beta-gal luminescence, 24 h; inhibition, % at 10 µM; 0.39% of 330,000 active;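 active = inhibition of 50% or more; inactive = inhibition below 50%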;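 note: plate controls were induced DMSO wells for no effect and uninduced yeast grown without galactose for full effect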
hIAP act – human IAP activation. P09923. purified human IAP, CDP-Star luminescence, 30 min; stronger effect = higher value; 1 = vehicle-only enzyme, 0 = enzyme-free background. activation factor at 10 µM. 0.16% of 330,000 active;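 active = activation factor of the enzyme at least 2-fold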; note: the source names both 10 and 20 µM as test concentration; values of inactives mirror those of a sister screen read the other way
TIM10 inh – TIM10 yeast growth inhibition; 1.4% of 330,000 active; AID 463195; inhibition, % at 10 µM; S. cerevisiae TIM10 strain growth, BacTiter-Glo luminescence, 24 h;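 active = inhibition of 40% or more at the single tested concentration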;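 note: wild-type TIM10 isogenic control strain grown at permissive 25 °C; 0% = DMSO yeast wells and 100% = minimal medium wells without yeast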
mIAP inh – blocks mouse intestinal alkaline phosphatase. purified mouse IAP, CDP-Star luminescence, 30 min. 0.2% of 330,000 active. inhibition, % at 10 µM;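 active = inhibition of at least 40% at 10 µM in the primary screen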;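 note: plate controls were DMSO with enzyme for no effect and no enzyme wells for full effect; values of inactives mirror those of a sister screen read the other way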
An asterisk follows results filed as active; . = no result given.

SMILES	hIAP inh	tim10-1 inh	ATG4B inh	Apaf-1 inh	mIAP act	NLRP3 yeast inh	hIAP act	TIM10 inh	mIAP inh
O=S(=O)(NCc1ccccc1)c1ccc(Br)c2nsnc12	-3	-4	-5	-6	0.86	18	1	10	14
CCc1ccc(Nc2nnc(SCC(=O)N(C)C3CCS(=O)(=O)C3)s2)cc1 (centres undefined)	-9	-1	-12	-29	0.98	4	1.1	-15	2
CCOC(=O)C1=C(O)C(Nc2nc3ccccc3s2)(C(F)(F)F)N=C1C (centres undefined)	10	15	-4	-4	0.82	4	0.9	2	18
CCn1cc(C(=O)NCCc2ccccc2)c(=O)c2cc(S(=O)(=O)N3CCCC3)ccc21	9	-1	-10	13	0.97	19	0.91	-4	2
S=C(Nc1ccccn1)c1ccccn1	-14	5	.	22	0.98	22	1.1	-11	2
Cc1nc2ccc(NS(=O)(=O)c3ccccc3Cl)cc2s1	3	26	-5	-3	1	17	0.97	13	0
C=CCNc1cnn(CC(C)=O)c(=O)c1Br	1	-4	-4	-5	0.93	8	0.99	2	7
c1ccc(CSc2nnc(SCc3ccccn3)s2)nc1	3	5	-1	-1	1	0	0.97	6	0
CN1CCN(C(=O)c2ccc3c(c2)N(Cc2ccccc2F)C(=O)c2ccccc2S3=O)CC1 (centres undefined)	-2	-14	-16	3	1	9	1	-39	-4
O=C(Nc1ncc(Cc2ccccc2)s1)C1COc2ccccc2O1 (centres undefined)	-10	6	8	15	0.91	12	1.1	17	9
CCc1nnc(NC(=O)c2ccc(C)o2)s1	-15	-17	-5	-9	0.97	-5	1.2	-4	3
COc1ccc(-n2ncc3c(=O)n(Cc4c(F)cccc4Cl)cnc32)cc1	-11	16	-3	-8	1.1	11	1.1	14	-5
CCOc1ccc(/C=N/NC(=O)c2[nH]ncc2Br)c(O)c1	-108	52*	-5	9	0.79	31	2.1*	59*	21
CCCCCOC(=O)C1[C@H]2C(=O)N(Cc3cccs3)C[C@]23C=C[C@H]1O3 (some centres undefined)	5	22	-7	-9	0.98	-3	0.95	-8	2
COc1ccc(Nc2nc(N3CCCCC3)nc3ccccc23)c(OC)c1	-8	23	-4	28	1.1	28	1.1	26	-14
CCc1noc(C)c1C(=O)Oc1ccc(N(C)S(=O)(=O)c2ccccc2)cc1	4	-1	1	25	0.94	-31	0.96	-19	6
COc1cccc(C2C(C(=O)OC(C)C)=C(C)Nc3ncnn32)c1 (centres undefined)	-6	19	2	-1	1	2	1.1	-14	-1
O=C(Nc1cccc(NC(=O)c2cccc(F)c2)n1)c1cccc(F)c1	1	29	7	13	1	25	0.99	3	0
CC(=O)c1cn(N2CCCCC2)c(=O)[nH]c1=O	-6	6	6	3	1.1	1	1.1	-1	-5
C=CCc1c(C)nc(C)nc1N/N=C/c1ccccc1O	-78	13	-5	5	1.1	55*	1.8	35	-7
Cc1c(C(=O)Nc2ccc3c(c2)OCO3)sc2ncn(CC(=O)N3CC(C)CC(C)C3)c(=O)c12 (centres undefined)	13	1	-4	23	0.89	-3	0.87	4	11
CCc1ccc(C2=NN(C(C)=O)C(c3ccco3)C2)cc1 (centres undefined)	-14	22	6	18	1.2	22	1.1	9	-16
O=C(c1ccccc1)c1n[nH]c(-c2ccccc2)cc1=O	1	2	2	-6	1.1	8	0.99	10	-7
CCCn1nc(NC(=O)C(C)C)c2cc3cc(OC)ccc3nc21	-19	16	3	-2	1.2	1	1.2	11	-17
Cc1cc(NC(=O)CN2CC(C)OC(C)C2)n(-c2nc3ccccc3s2)n1 (centres undefined)	-2	25	-23	-3	0.8	-15	1	-13	20
CN(C)S(=O)(=O)c1ccc(NC(=O)N2CCN(c3ccccc3Cl)CC2)cc1	1	9	-11	-22	1.4	1	0.99	-2	-40
COc1ccc(/C=C/c2nnc(NC(C)=O)s2)cc1	21	-5	-7	-4	0.96	26	0.79	-3	4
COc1ccccc1C(=O)NCCCCNC(=O)c1ccccc1OC	-4	10	6	-15	0.92	-2	1	14	8
CC(=O)Nc1ccc(NC(=O)COC(=O)/C(=C/c2ccccc2)n2nnnc2C)cc1	-5	-3	7	4	0.95	21	1.1	11	5
CCCCCCCC(=O)NC(Nc1ccc(S(N)(=O)=O)cc1)C(Cl)(Cl)Cl (centres undefined)	5	8	-10	20	1.5	5	0.95	7	-51
CCCCCCNCC(=O)N1CCC(Cc2ccccc2)CC1	4	-58	-3	11	0.97	39	0.96	-15	3
Cc1cc(N2CCN(Cc3ccccc3)CC2)n2nc(C)c(-c3ccccc3)c2n1	12	25	-8	18	1.1	8	0.89	21	-7
Cc1cnc(C(=O)Nc2nc(-c3ccccc3)cs2)cn1	-13	15	-1	0	0.9	22	1.1	-6	10
COCCCN(C(=S)Nc1cc(Cl)cc(Cl)c1)C(C)c1ccccn1 (centres undefined)	-4	27	4	-15	0.99	10	1	25	1
Cc1cc(NC(=O)C23CCC(C)(C(=O)O2)C3(C)C)no1 (centres undefined)	-14	8	2	8	0.95	14	1.1	2	5
CCCn1c(C)cc(-c2csc(NC(=O)CCc3nc4ccccc4c(=O)[nH]3)n2)c1C	-7	-21	-1	14	0.83	-7	1.1	-25	17
Cc1cc2cc(CN(CC3CCCO3)C(=S)NCc3ccco3)c(=O)[nH]c2cc1C (centres undefined)	-4	19	-7	17	0.86	8	1	29	14
COc1cccc(N2CC(C(=O)Nc3nnc(SCC(=O)N4CCCC4)s3)CC2=O)c1 (centres undefined)	-1	4	-3	1	0.94	13	1	11	6
Cc1cc(C(=O)Nc2cc(C)n(Cc3ccc(Cl)cc3)n2)no1	22	20	5	-13	0.91	23	0.79	20	9
O=C(Nc1ccccc1)C1=C(O)CC(c2ccc(Cl)cc2)N2CCN=C12 (centres undefined)	-7	22	-12	11	0.92	21	1.1	-8	8
COc1ccc(C(=O)OCCc2ccc(O)cc2)cc1	6	14	-1	0	1.2	33	0.94	-4	-20
Fc1ccc(C2=CSC3=NCCN23)cc1	-11	-4	2	3	0.92	2	1.1	1	8
CCn1cc(C(=O)NCc2ccco2)c(=O)c2ccc(C)nc21	16	12	18	2	1	21	0.84	19	-4
COc1nnc(-c2ccc(C)c(S(=O)(=O)NCCO)c2)c2ccccc12	1	-2	-9	5	0.91	-2	0.99	7	9
Cc1ccc(N(C(=O)c2ccc(S(=O)(=O)N(C)C)cc2)C2C=CS(=O)(=O)C2)cc1 (centres undefined)	-21	9	3	-1	1	-3	1.2	-3	-5
NC(=O)Cn1c2[n+](c3ccccc31)CC(O)CS2 (centres undefined)	-11	7	-13	3	1.1	5	1.1	4	-11
O=C(Cn1ncc2c([nH]c3ccccc32)c1=O)NCCc1ccccc1	3	18	-3	0	1	-5	0.97	-7	-3
CCN1C(=O)c2cccc3c(NC(=O)C4CCCCC4)ccc1c23	18	-21	-2	-18	0.92	17	0.82	-6	8

13 consecutive entries from above, for reference:
SMILES	hIAP inh	tim10-1 inh	ATG4B inh	Apaf-1 inh	mIAP act	NLRP3 yeast inh	hIAP act	TIM10 inh	mIAP inh
CCCn1c(C)cc(-c2csc(NC(=O)CCc3nc4ccccc4c(=O)[nH]3)n2)c1C	-7	-21	-1	14	0.83	-7	1.1	-25	17
Cc1cc2cc(CN(CC3CCCO3)C(=S)NCc3ccco3)c(=O)[nH]c2cc1C (centres undefined)	-4	19	-7	17	0.86	8	1	29	14
COc1cccc(N2CC(C(=O)Nc3nnc(SCC(=O)N4CCCC4)s3)CC2=O)c1 (centres undefined)	-1	4	-3	1	0.94	13	1	11	6
Cc1cc(C(=O)Nc2cc(C)n(Cc3ccc(Cl)cc3)n2)no1	22	20	5	-13	0.91	23	0.79	20	9
O=C(Nc1ccccc1)C1=C(O)CC(c2ccc(Cl)cc2)N2CCN=C12 (centres undefined)	-7	22	-12	11	0.92	21	1.1	-8	8
COc1ccc(C(=O)OCCc2ccc(O)cc2)cc1	6	14	-1	0	1.2	33	0.94	-4	-20
Fc1ccc(C2=CSC3=NCCN23)cc1	-11	-4	2	3	0.92	2	1.1	1	8
CCn1cc(C(=O)NCc2ccco2)c(=O)c2ccc(C)nc21	16	12	18	2	1	21	0.84	19	-4
COc1nnc(-c2ccc(C)c(S(=O)(=O)NCCO)c2)c2ccccc12	1	-2	-9	5	0.91	-2	0.99	7	9
Cc1ccc(N(C(=O)c2ccc(S(=O)(=O)N(C)C)cc2)C2C=CS(=O)(=O)C2)cc1 (centres undefined)	-21	9	3	-1	1	-3	1.2	-3	-5
NC(=O)Cn1c2[n+](c3ccccc31)CC(O)CS2 (centres undefined)	-11	7	-13	3	1.1	5	1.1	4	-11
O=C(Cn1ncc2c([nH]c3ccccc32)c1=O)NCCc1ccccc1	3	18	-3	0	1	-5	0.97	-7	-3
CCN1C(=O)c2cccc3c(NC(=O)C4CCCCC4)ccc1c23	18	-21	-2	-18	0.92	17	0.82	-6	8

Following part
SMILES	hIAP inh	tim10-1 inh	ATG4B inh	Apaf-1 inh	mIAP act	NLRP3 yeast inh	hIAP act	TIM10 inh	mIAP inh
COc1ccc(CNCc2ccc3c(c2)OCO3)c(OC)c1OC	12	8	-1	-9	0.92	25	0.88	3	8
Cn1c(=O)c(-c2ccccc2[N+](=O)[O-])c(Cl)c2ccccc21	-5	-9	-9	-3	0.91	30	1.1	0	9
O=S1(=O)CC(O)C(NCc2ccco2)C1 (centres undefined)	2	1	5	-8	1	14	0.98	9	-4
O=C(N/N=C/c1c[nH]c2ccc(Br)cc12)C1CC1	-11	12	-5	-8	1	10	1.1	24	-1
CCCNc1nc(-c2ccccc2)c(C(=O)OCC)cc1C#N	7	-44	-2	10	0.94	21	0.93	-24	6
COc1cc2c(cc1OC)C(COc1ccc([N+](=O)[O-])cc1)NCC2 (centres undefined)	-26	17	-1	6	0.93	-8	1.3	15	7
COC(=O)c1ccc(S(=O)(=O)N(CCO)Cc2ccccc2)n1C	-6	15	2	-15	0.92	5	1.1	21	8
O=C1OCCC1Sc1nnc(-c2ccccc2Br)n1Cc1ccccc1 (centres undefined)	-2	24	-13	-6	1	7	1	14	-3
CCNc1ccc(S(=O)(=O)N(C)C)cc1NCC(=O)Nc1ccc(Br)cc1F	4	16	4	-3	0.98	6	0.96	13	2
COc1ccc(Nc2oc(COc3ccccc3OC)nc2C#N)cc1	4	9	3	0	0.99	3	0.96	20	1
COc1ccc(S(=O)(=O)N2CCCCC2)cc1	-4	4	-5	-10	0.94	4	1	14	6
O=C(O)c1oc2ccc(Br)cc2c1-n1cccc1	16	1	18	3	0.99	11	0.84	-4	0
CCC(=O)N1c2ccc(S(=O)(=O)N3CCN(C)CC3)cc2CC1C (centres undefined)	-28	-11	-3	-1	0.97	3	1.3	4	3
O=C(O)c1ccc(COc2ccccc2[N+](=O)[O-])o1	-7	4	4	3	0.97	11	1.1	-1	2
